Screens (PubChem BioAssay)
ZTA counter = ZTA (EBV) inhibition in EBNA-1 counter-screen; 320,000 compounds, 0.15% hits; AID 2234; ZTA-DNA binding, fluorescence polarization; inhibition, % at 11 µM; P03206; in the data active = inhibition above about 33%
Target sequence (P03206 whole entry, looked up): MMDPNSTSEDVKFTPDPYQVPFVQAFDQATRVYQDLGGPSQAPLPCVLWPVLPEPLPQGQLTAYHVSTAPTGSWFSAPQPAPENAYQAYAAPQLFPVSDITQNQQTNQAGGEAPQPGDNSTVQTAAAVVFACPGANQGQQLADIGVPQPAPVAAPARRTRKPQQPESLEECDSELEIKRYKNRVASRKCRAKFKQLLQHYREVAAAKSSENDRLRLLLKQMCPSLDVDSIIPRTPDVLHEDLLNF
Fh CTSL1 inh = counter-screen for PFM18AAP inhibitors: inhibitors of F. hepatica cathepsin L1; recombinant F. hepatica cathepsin L1, Z-Leu-Arg-MCA fluorescence; inhibition, % at 5.96 µM; 300,000 compounds, 0.49% hits; AID 1906;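 active = inhibition above the mean of all tested compounds plus 3 SD, set per screening campaign, cut at about 17% in these data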;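 note: 0% = plate median of test compound wells and 100% = 1 µM Z-Phe-Ala-diazomethylketone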
PP5 primary = inhibitors of human protein phosphatase 5 (PP5); inhibition, % at 6.7 µM; P53041; purified PP5c, OMFP substrate fluorescence; 320,000 compounds, 0.18% hits;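 active = inhibition above the campaign's mean inhibition across all tested compounds plus 3 SD, cut at about 9.5% in these data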;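 note: 0% = DMSO only and 100% = 100 µM cantharidin control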
Target sequence (P53041 whole entry, looked up): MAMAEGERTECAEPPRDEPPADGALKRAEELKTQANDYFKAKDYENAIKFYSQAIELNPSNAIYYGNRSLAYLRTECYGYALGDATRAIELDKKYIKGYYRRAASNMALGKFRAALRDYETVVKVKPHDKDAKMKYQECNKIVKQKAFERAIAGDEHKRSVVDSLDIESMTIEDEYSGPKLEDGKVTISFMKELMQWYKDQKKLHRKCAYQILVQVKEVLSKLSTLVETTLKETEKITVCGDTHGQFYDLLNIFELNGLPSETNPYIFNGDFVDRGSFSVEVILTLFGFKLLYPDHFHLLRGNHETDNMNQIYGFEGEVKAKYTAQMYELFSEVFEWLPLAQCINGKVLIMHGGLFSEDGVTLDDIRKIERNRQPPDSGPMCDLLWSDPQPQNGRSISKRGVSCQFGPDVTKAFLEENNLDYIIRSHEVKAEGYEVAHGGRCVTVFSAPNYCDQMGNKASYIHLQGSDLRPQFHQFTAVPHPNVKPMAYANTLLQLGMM
EBNA-1 inh = blocks EBNA-1 binding to DNA | inhibition, % at 14.8 µM | AID 1950 | 300,000 compounds, 0.34% hits | EBNA-1 DNA binding, fluorescence polarization; in the data active = inhibition above about 28%
TPT1 inhibitor = inhibitors of Candida albicans tRNA 2'-phosphotransferase TPT1. 300,000 compounds, 0.81% hits. recombinant caTPT1, FP RNA substrate dephosphorylation. inhibition, % at 5 µM;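 active = inhibition above the mean of all tested compounds plus 3 SD, set per screening campaign, cut at about 24% in these data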;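 note: plate controls were DMSO alone for no effect and ferristatin control at 100 nM for full effect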
HCV core dimer = HCV core protein dimerization inhibition | inhibition, % at 5 µM | 300,000 compounds, 0.33% hits | TR-FRET GST/Flag-core106 dimerization, 1536-well | AID 1899;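 active = inhibition above the mean of all tested compounds plus 3 SD, set per screening campaign, cut at about 45% in these data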
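System: GST-tagged and Flag-tagged HCV core protein residues 1-106 / Input: core106 proteins, GST 13.5 nM and Flag 17 nM / Buffer or medium: KF-containing HEPES buffer, pH 7.45, DTT, CHAPS, BSA / Probe or stimulus: Eu-anti-GST and XL665-anti-Flag labelled anti-tag antibodies / Schedule: 4 h, 22.5 °C incubation / Technique: TR-FRET 671 and 617 nm emission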
Efflux pump mplx = antifungal efflux pump inhibition, Nile Red retention; S. cerevisiae Candida pump triplex; inhibition, % at 10 µM; 330,000 compounds, 0.44% hits; AID 485275;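 active = plate passing quality check with inhibition over a set limit, or well fluorescence over plate mean plus 4 SD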;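 note: Nile Red retained in pooled yeast measured as flow cytometry median fluorescence; 0% = buffer negative control and 100% = Enniatin B positive control; higher means more Nile Red kept so more efflux inhibition; some compounds called inactive have numbers as strong as hits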
PP1 counter = PP1-alpha (human) inhibition in PP5 counter-screen | purified PP1alpha, OMFP fluorescence | 320,000 compounds, 0.9% hits | inhibition, % at 6.7 µM | P62136;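 active = inhibition above the mean inhibition of all tested compounds plus 3 SD, computed separately for each screening campaign, cut at about 15% in these data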
PREPL inh = human PREPL enzyme inhibition | Q4J6C6 | 320,000 compounds, 0.68% hits | recombinant PREPL, fluorescence polarization activity-based probe | AID 2751 | inhibition, % at 5.96 µM; in the data active = inhibition above about 43%;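 note: 0% = enzyme with DMSO and 100% = wells lacking enzyme; many of its hits are not listed in these tables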
An asterisk follows results filed as active; / = no result given. A portion of the library, so the mix of outcomes need not match the whole.

Second line of a record: ZTA counter, Fh CTSL1 inh, PP5 primary, EBNA-1 inh, TPT1 inhibitor, HCV core dimer, Efflux pump mplx, PP1 counter, PREPL inh
1) C=CCNC(=O)CN(c1ccc(F)c(Cl)c1)S(C)(=O)=O
 : 9, 1, 2.4, -2, -1, -6, 0.1, 3, 7
2) Nc1nnc(SCC(=O)NNC(=O)c2ccc(F)cc2)s1
 : -15, /, 2.9, /, /, /, -0.2, 1, 13
3) CCn1cc(C(=O)N[C@H](C)c2ccccc2)c(=O)c2cc(F)c(N3CCN(C)CC3)cc21
 : -6, 2, 4.8, 5, 1, -1, 0.0, 7, -19
4) O=C(NCc1nnc2c(C(F)(F)F)cc(Cl)cn12)c1ccc(Br)o1
 : -2, 2, -2.9, 6, 3, 7, 0.1, -3, 7
5) COCC(=O)N(Cc1cc2ccc(C)c(C)c2n2nnnc12)C1CCCC1
 : -8, 1, 1.4, -31, -4, -2, 0.4, 1, 5
6) Cc1ccc(C)c(NS(=O)(=O)c2ccc3[nH]c(=O)[nH]c3c2)c1
 : 10, 0, -1.0, 2, -3, -2, -0.1, -2, -6
7) CC1CCCCC1NC(=O)CSc1nnc(COc2ccc(Cl)cc2)o1 (stereo not drawn)
 : 8, 3, 1.1, 0, 3, -3, 0.0, 3, 16
8) CC(=O)Nc1ccc(S(=O)(=O)Nc2nc(CN3CCOCC3)nc3sc4c(c23)CCCC4)cc1
 : -6, -2, 2.9, -5, 10, 6, 0.0, 1, 10
9) CCOc1ccc(NS(=O)(=O)c2ccc(NS(=O)(=O)c3cccs3)cc2)cc1
 : 3, -1, -2.0, 13, -2, 2, -0.1, -1, 5
10) CCCOc1ncnc2c1[nH]c1ccccc12
 : 9, 0, 1.3, 10, 0, -6, -0.1, 0, 5
11) CC(=O)Nc1cc(C(=O)OCC(=O)c2ccccc2)ccc1C
 : -1, -1, -0.2, -8, 0, -2, -0.5, 0, -2
12) O=C(NC(=S)Nc1ccc(S(=O)(=O)N2CCOCC2)cc1)c1ccccc1[N+](=O)[O-]
 : 2, 0, 0.6, 14, -2, 1, 0.0, -1, 5
13) Cc1cccnc1NC(=O)c1cccc(S(=O)(=O)N2CCN(c3ccccc3)CC2)c1
 : 1, 7, 2.4, 6, 2, -5, -0.1, -2, 0
14) Cc1oc(-c2cccc(Cl)c2)nc1CS(=O)(=O)CC(=O)NC1CCCC1
 : 0, 4, 0.4, -12, 3, -3, 0.0, -1, 3
15) CN(CC(=O)Nc1ccc(F)c(F)c1F)C(=O)CC1CCCCC1
 : 3, /, 0.1, /, /, /, 0.0, -2, 35
16) Cc1ccc(N/C=C2\C(=O)C3(C)CCC2C3(C)C)cc1C (stereo not drawn)
 : -7, -2, 3.4, 10, -2, 4, -0.1, 0, -4
17) CCCCN1C(=S)SC(C)(C)C1/[N+]([O-])=C/c1cccnc1 (stereo not drawn)
 : 9, 1, -0.3, 10, -2, -2, 0.2, -5, -1
18) Cc1ccccc1C(=O)/C(C#N)=N/Nc1c(C)n(C)n(-c2ccccc2)c1=O
 : 7, 6, 0.1, -2, 1, -6, -0.2, 14, -1
19) CCN(CC)S(=O)(=O)c1ccc(C(=O)NC(=S)N(CCC#N)Cc2cccnc2)cc1
 : 3, -2, -0.5, 2, 1, -1, -0.1, -3, -3
20) O=C(CNS(=O)(=O)c1ccccc1)N1CCCC1
 : -14, -6, 3.0, -3, -3, -1, -0.1, 0, 12
21) COc1ccc(OC)c(C(=O)/C=C/c2cccnc2)c1
 : 4, 3, 1.2, 2, -1, 4, 0.0, -1, -6
22) COc1ccc2c(c1)OC[C@H]1[C@H]2N2C(=O)CN(C)C(=O)[C@@]2(C)[C@H]1c1ccccc1
 : -17, /, 0.1, /, /, /, -0.1, -4, 14
23) CCc1cc(=O)oc2cc3oc(C)c(C)c3cc12
 : 0, 0, -0.6, 9, 0, 4, -0.1, -3, -31
24) Cc1cc(C)n(CC(=O)N2CCCC(N3CCN(c4cccc(C(F)(F)F)c4)CC3)C2)n1 (stereo not drawn)
 : -5, -2, -1.8, 7, -1, -1, 0.0, 0, 1
25) CCC(C(=O)OCC(=O)Nc1cc(Cl)ccc1Cl)c1ccccc1 (stereo not drawn)
 : 2, -1, 1.6, -8, 2, 3, 2.7, 3, -39
26) C=CCn1c(C(C)(C)C)nc2ccccc21
 : 4, 1, 0.6, 2, -2, -2, -0.1, -1, 8
27) O=C(NC(=S)NNC(=O)c1ccccc1[N+](=O)[O-])c1ccc(Br)cc1
 : -8, -1, -0.7, -4, -1, 5, 0.0, -3, -3
28) O=C(NCCNc1ccc(Cl)cc1[N+](=O)[O-])c1ccccc1F
 : -13, 0, 3.7, -20, 6, 1, 0.2, 6, 13
29) CCN(CC)c1ccc(/C=N/NS(=O)(=O)c2ccc(CNC(C)=O)cc2)cc1
 : -7, 2, 1.8, 3, 1, -27, -0.1, -3, 4
30) CCN(CC)CCNC(=O)c1ccc(Cl)c(S(=O)(=O)Nc2ccccc2OC)c1
 : 13, 2, 1.6, 11, 0, -3, -0.1, 2, -7
31) Cc1ccccc1Cn1c2ccccc2c2cnn(CC(=O)NCCCN3CCN(C)CC3)c(=O)c21
 : -20, 6, 2.4, -14, 3, 1, 0.1, 5, -10
32) CCOC(=O)C1=C(C)Nc2ccccc2N=C1NC(=O)/C=C/c1ccc(OC)cc1OC
 : 3, 1, 2.7, -3, 1, 7, 0.0, -1, 5
33) CN(Cc1nccs1)C(=O)C1CCC(=O)N(CCc2ccc(Cl)cc2)C1 (stereo not drawn)
 : 1, -4, 0.7, -1, 4, -7, 0.2, -1, 23
34) CC1CCC2(CC1)NC(=O)N(CC(=O)Nc1cccc(S(=O)(=O)N3CCCC3)c1)C2=O (stereo not drawn)
 : -7, /, 1.1, /, /, /, 0.1, -3, 1
35) CCC(Sc1ncccc1C(=O)O)C(=O)N1CCOCC1 (stereo not drawn)
 : -6, 0, 1.3, 4, 0, -2, -0.1, 2, 0
36) CCOc1ccc(-c2nnc(-c3ccco3)o2)cc1OCC
 : 2, 0, 0.5, 12, -9, -1, 0.0, 0, 1
37) CCn1c(COc2cccc(OC)c2)nnc1SCC(=O)Nc1cc(OC)ccc1OC
 : -13, 0, -1.2, 1, -1, 1, 0.2, -1, 6
38) O=C(CSc1nnnn1Cc1ccccc1)NCC(=O)c1ccccc1
 : 0, 1, 0.3, 1, -4, -8, -0.1, 4, -18
39) O=C(NC(=S)Nc1ccc(Br)cn1)c1cccnc1
 : 3, 6, 1.5, -10, -1, 0, 0.0, -2, -6
40) O=C(Cn1cc(SCc2cccc(Cl)c2)c2ccccc21)N1CCOCC1
 : 1, 1, 2.5, 8, 2, -10, 0.2, 1, 12
41) CC(C#N)Sc1ccc(S(=O)(=O)N2CCCC2)cn1 (stereo not drawn)
 : 0, /, 1.6, /, /, /, 0.1, 0, 8
42) CCCc1nnc(NC(=O)CC(=O)OCC)s1
 : 6, -3, 4.4, -4, -2, -5, 0.1, -2, -2
43) CCOC(=O)CSc1nnc(CNC(=O)c2ccc(OC)cc2)n1-c1ccc(OC)cc1
 : 6, 0, 2.1, 5, 0, -4, 0.2, 2, 3
44) Cc1cc(C)n(-c2nc3ccccc3c(=O)n2OCCOc2ccccc2)n1
 : -11, 1, 3.4, -14, -3, 6, 0.3, -2, 2
45) C=CCC(=O)NC(C)c1cnn(-c2ccccc2C)c1C (stereo not drawn)
 : -8, -1, 4.0, 6, -3, -4, -0.1, -4, -3
46) O=C(c1ccccc1)N1CCN(CCc2ccccc2)CC1
 : -5, 10, -2.4, 5, -5, -17, -0.2, 1, 13
47) O=C(NNC1=Nc2ccccc2SC1)c1ccc(Cl)cc1
 : -1, 1, 1.9, -8, 2, -7, -0.1, 1, 17
48) CC(=NCC1CCNCC1)C1=C(O)CC(C)(C)CC1=O
 : 12, 1, 2.1, -11, 0, -4, 0.2, -3, -2
49) O=C(CSc1ncccc1C(=O)O)c1ccccc1F
 : 7, -2, 1.1, -5, 0, -5, -0.2, -5, 9
50) O=C(N/N=C/c1cc(Br)c(O)c(Br)c1)c1cccc(C(F)(F)F)c1
 : -4, 3, -1.9, -5, 5, -1, -0.3, 2, 7
51) COc1ccc(-c2nnc(SC(C)C(=O)Nc3cccc(Cl)c3)o2)cc1 (stereo not drawn)
 : -3, -1, 5.1, -8, 3, -3, 0.2, 3, -17
52) Cn1cnnc1SCC(=O)Nc1ccccc1
 : 2, -1, -1.1, 3, -1, 4, 0.1, 1, -1
53) CCC(C)NC(=O)CSc1ccc(Cl)cc1 (stereo not drawn)
 : -18, 0, 0.6, -8, -4, -1, 0.0, -5, -6
54) CC(C)NC(=O)c1ccc2c(c1)N(CC(=O)Nc1ccccc1F)C(=O)C(C)(C)O2
 : -1, -1, 1.7, -3, 3, 8, -0.2, 6, -4
55) O=C(Nc1ccc(Oc2cccnc2)cc1)c1cccc([N+](=O)[O-])c1
 : -5, 3, -1.6, -2, 5, -3, -0.7, -1, 19
56) Cc1ccccc1NC(=S)NCc1ccc(F)cc1
 : -16, 0, 3.7, -10, -3, 0, -0.2, -1, -3
57) COc1ccc(/C=N/c2oc(C)c(C)c2C#N)c(OC)c1
 : 17, -6, 2.4, 0, 3, 15, -0.1, 5, 4
58) Cc1cc(C(=O)COc2cc(F)ccc2[N+](=O)[O-])c(C)n1C1CC1
 : 1, 1, 3.5, -1, 1, 4, 0.0, 0, -1
59) Cn1cc2cc(NC(N)=S)ccc2n1
 : -6, 0, 2.3, -2, -4, -2, 0.0, 1, 6
60) COc1ccc(C(=O)NCCC2=CCCCC2)cc1S(=O)(=O)N1CCOCC1
 : -11, 0, 0.3, -4, 1, 3, -0.1, -10, 4

Carrying on.
Second line of a record: ZTA counter, Fh CTSL1 inh, PP5 primary, EBNA-1 inh, TPT1 inhibitor, HCV core dimer, Efflux pump mplx, PP1 counter, PREPL inh
61) CCc1ccccc1NC(=O)CN1CCN(C(=O)CNC(=O)c2ccc(N3CCCC3=O)cc2)CC1
 : -1, /, -0.4, /, /, /, 0.0, 1, 2
62) CC(C)(CO)NCC(=O)Nc1cc(C(F)(F)F)cc(NC(=O)CNC(C)(C)CO)c1Cl
 : -3, 0, 1.3, -1, -2, 0, 0.1, -1, -5
63) CCOc1ccc(N2CC(C(=O)Nc3cc(C)on3)CC2=O)cc1 (stereo not drawn)
 : -19, -2, 3.0, 12, -3, -2, 0.1, 0, -11
64) FC(F)(F)Oc1ccccc1-c1nnc(-c2cccc(C(F)(F)F)c2)o1
 : 8, 2, 3.0, -1, -1, 3, -0.2, -5, 3

Retrieved by compound from above, two records:
Second line of a record: ZTA counter, Fh CTSL1 inh, PP5 primary, EBNA-1 inh, TPT1 inhibitor, HCV core dimer, Efflux pump mplx, PP1 counter, PREPL inh
64) FC(F)(F)Oc1ccccc1-c1nnc(-c2cccc(C(F)(F)F)c2)o1
 : 8, 2, 3.0, -1, -1, 3, -0.2, -5, 3
61) CCc1ccccc1NC(=O)CN1CCN(C(=O)CNC(=O)c2ccc(N3CCCC3=O)cc2)CC1
 : -1, /, -0.4, /, /, /, 0.0, 1, 2
